Hsp70 act = switches on Hsp70 transcription. activation, % at 10 µM. actives 0.04% (n = 200,000). AID 1203. HeLa Hsp70 promoter luciferase reporter, luminescence; scaled: vehicle 0, proteasome-inhibitor control 100%;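 active means activation above the mean across all tested compounds plus 3 SD, cutoff set per campaign, cut at about 5.5% in these data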;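 further: 100% = MG132 at 30 µM as the positive control and 0% = DMSO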
STAT1 activator = increases IFN-gamma driven STAT1 reporter signal. actives 2.6% (n = 200,000). NIH 3T3 STAT1-luciferase reporter, luminescence; 100% = IFN-gamma alone, no compound. activation (% of control), % at 5.5 µM;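 active means activation above the screen-wide mean activation plus 3 SD, cut at about 130% in these data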;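 further: raw ratio to IFN-gamma control signal so 100% means no change and 0% no light; values of inactives mirror those of a sister screen read the other way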
HMGR II inh = E. faecalis class II HMG-CoA reductase inhibition | purified E. faecalis HMGR, NADPH absorbance 340 nm kinetic | inhibition, % at 10 µM | actives 0.41% (n = 190,000);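 active means inhibition above a set limit, the median over all tested compounds plus 3 SD, cut at about 9.5% in these data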;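 further: enzyme runs in reverse so mevalonate oxidation gives rising NADPH absorbance; 0% = complete reaction with DMSO and 100% = background rate lacking mevalonate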
APP 5UTR inh = APP translation inhibition; inhibition, % at 2 µM; SH-SY5Y APP 5'UTR-luciferase reporter, luminescence; actives 0.82% (n = 190,000);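 active means inhibition above a set limit, derived from the sample mean plus 3 SD, cut at about 45% in these data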; further: values of inactives mirror those of a sister screen read the other way
FLuc stim CS = firefly luciferase counter-screen for stimulation assays; P08659; ATPlite luciferase biochemical, luminescence, 10 min; 0 = ATP-free wells, 1 = DMSO control; activation factor at 10 µM; 200,000 tested, under 10 active; AID 1027;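 active means luciferase activation factor, scaled between plate controls, of at least 2 with compound at 10 µM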
Target sequence (P08659 whole entry, looked up): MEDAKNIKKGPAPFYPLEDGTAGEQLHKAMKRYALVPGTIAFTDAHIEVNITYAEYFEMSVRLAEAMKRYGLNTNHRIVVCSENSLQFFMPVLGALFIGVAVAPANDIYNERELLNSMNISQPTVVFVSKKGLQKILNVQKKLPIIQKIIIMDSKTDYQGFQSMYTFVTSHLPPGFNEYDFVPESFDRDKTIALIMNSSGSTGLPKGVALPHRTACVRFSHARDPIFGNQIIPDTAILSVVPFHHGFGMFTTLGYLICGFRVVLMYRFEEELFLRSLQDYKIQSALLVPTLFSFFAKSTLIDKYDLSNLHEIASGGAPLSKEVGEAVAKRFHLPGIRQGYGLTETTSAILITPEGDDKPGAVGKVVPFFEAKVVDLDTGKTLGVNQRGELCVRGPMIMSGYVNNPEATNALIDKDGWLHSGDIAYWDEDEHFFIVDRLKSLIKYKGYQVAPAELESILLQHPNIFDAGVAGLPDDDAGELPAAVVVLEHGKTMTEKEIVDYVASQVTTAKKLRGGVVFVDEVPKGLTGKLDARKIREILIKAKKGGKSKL
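System: cell-free luciferase reagent; medium: PBS as buffer for the ATP substrate; doses: test compounds dosed from 2 mM stocks in 100% DMSO; incubation: 10 min, room temperature; measured by: luminescence from luciferase reaction; read-out: luciferase activation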
APP 5'UTR act = activates APP 5'UTR luciferase reporter. SH-SY5Y APP 5'UTR luciferase reporter, luminescence; zero percent = DMSO vehicle wells. activation, % at 2 µM. actives 1% (n = 190,000). AID 1276;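 active means activation above a set limit, based on mean plus 3 SD of controls, cut at about 140% in these data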; further: values of inactives mirror those of a sister screen read the other way
FLuc inhib CS = Photinus pyralis luciferase inhibition counter-screen; P08659; ATPLite firefly luciferase biochemical luminescence, 10 min; inhibition, % at 10 µM; actives 1.5% (n = 200,000); AID 1006;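 active means inhibition above about 50% when tested at 10 µM, limit read from the data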
G6PDH counter = counter-screen for G6PDH assay hits: L. mesenteroides G6PDH inhibition | inhibition, % at 5 µM | actives 0.12% (n = 200,000) | Purified L. mesenteroides G6PDH, diaphorase/resazurin coupled fluorescence, 45 min; in the data active means inhibition above about 50%
NF-kB expr up = raises NF-kB expression in human neuronal cells; actives 1.6% (n = 190,000); NF-kB reporter expression; hits give high values; fold change at 12.5 µM; AID 1239; in the data active means fold change above about 3.3
DTT redox prof = compounds producing H2O2 with reducing agent – biochemical, NIH compound library profiling, artefact control for MLSCN library redox annotation, primary screen | DTT-dependent redox cycling H2O2, phenol red/HRP absorbance; 100% = 100 µM peroxide control, 0% = buffer | activation, % at 10 µM | actives 0.03% (n = 200,000) | AID 878;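 active means activation of at least 50% relative to the plate's high and low controls in the primary single-dose screen; inactive means activation below 50%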;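 further: compound incubated with DTT at 0.8 mM final as the reducing agent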
* marks the source's active call; other numbers are inactive results; x = no result given.

SMILES	Hsp70 act	STAT1 activator	HMGR II inh	APP 5UTR inh	FLuc stim CS	APP 5'UTR act	FLuc inhib CS	G6PDH counter	NF-kB expr up	DTT redox prof
O=C(c1n[nH]c2ccccc12)N1CCOCC1	-0.1	102	2	9	1	-9	-1	-1	0.96	-0.7
CCc1ccc2c(c1)C1(C(=O)N2)N2CCCC2C(C(=O)c2ccc3ccccc3c2)C12C(=O)Nc1ccccc12 (stereo unspecified)	0.1	103	-7	-19	1.1	19	-7	-11	1	0.5
CCOC(=O)C1=C(C)N(C)C(C)=C(C(=O)OCC)C1c1ccsc1	-0.1	99	-1	12	1	-12	-2	5	0.98	0.0
CN(C)C(=O)COC(=O)c1cccnc1Nc1ccccc1F	-0.2	100	2	-2	1	2	-4	11	1.1	-0.4
CCOC(=O)c1nc(N)c(C(=O)OCC)[nH]1	0.0	105	1	-1	1.1	1	-8	-10	1.2	2.7
Cc1c(-c2ccccc2)nc(N)c(C#N)c1-c1ccco1	-0.1	97	-5	-12	1	12	1	5	0.58	-0.8
Cc1cc(C)c(S(=O)(=O)N2CCN(c3ccc([N+](=O)[O-])c(NCC4CCCO4)c3)CC2)c(C)c1 (stereo unspecified)	0.0	98	-4	-5	1.1	5	-9	6	2	3.0
O=C(CSCc1ccccc1Br)N/N=C/c1ccccc1C(=O)O	-0.1	110	-2	-5	1.1	5	-6	7	0.92	-0.2
O=C(NCC(O)c1ccc([N+](=O)[O-])cc1)c1cccc(S(=O)(=O)N2CCCC2)c1 (stereo unspecified)	-0.4	95	-7	1	1	-1	-2	18	0.95	-0.6
CCC(=O)NC(=S)Nc1ccc(NC(=O)c2ccc(OC)cc2)cc1	-0.2	102	-4	3	1.1	-3	-6	-2	1.2	0.1
CCN(CC)C(=O)CN1C(=O)COCC1=O	-0.2	104	-1	4	1.1	-4	-5	-4	1.2	0.2
CC(C)n1c(=S)[nH]c2ccccc21	0.1	97	-5	x	1	x	-1	-2	1	1.4
CCOc1ccc(-c2cnc(SCC(N)=O)nc2N)cc1	-0.3	101	0	24	1	-24	-3	13	1.3	0.0
CCOC(=O)c1cc(-c2ccccc2)n(CCC(=O)O)c1C	-0.3	99	-1	0	1	0	-2	3	1.3	0.9
CC(C)NC(=O)COc1ccc(OCc2ccccc2)cc1	0.3	97	-5	-27	1	27	2	-3	1.2	-0.3
COc1cccc(C2c3c(-c4cc(Cl)c(C)cc4O)n[nH]c3C(=O)N2Cc2cccnc2)c1 (stereo unspecified)	-0.1	94	0	5	1.1	-5	-7	3	0.95	0.6
Cc1ccc(NC(=O)Nc2ccc([N+](=O)[O-])cc2)nc1	-0.1	119	-6	-15	1	15	0	1	1	2.2
CCn1c(SCc2ccc(C(=O)OC)o2)nc2sc3c(c2c1=O)CCCC3	-0.2	95	-9	-4	1	4	-4	-3	1.2	2.1
C=CCSC(=S)Nc1c(C)n(C)n(-c2ccccc2)c1=O	0.1	106	4	-11	1.1	11	-7	6	0.9	-1.1
O=C(Nc1nccs1)C(c1ccccc1)N1CCCCC1 (stereo unspecified)	-0.1	102	-1	-5	1	5	-4	3	1	-1.6
Fc1cccc(CSc2nc3ncccc3[nH]2)c1	0.6	109	-7	-15	0.9	15	12	13	1.1	-8.4
COc1cc(C2SCC(=O)N2CCCN(C)C)cc(OC)c1OC (stereo unspecified)	-0.7	95	1	3	1	-3	-4	1	1.3	0.2
O=C(N/N=C/c1c[nH]c2ccc(Br)cc12)c1ccn(Cc2ccc(Cl)cc2Cl)n1	-0.3	102	0	-10	1	10	0	5	0.81	2.0
Cn1c(/C(C#N)=C(\O)c2ccc(S(=O)(=O)N3CCCCC3)cc2)nc2ccccc21	0.4	108	-4	-15	1	15	0	4	1.1	1.4
Cc1ccccc1N1C(S)=C(C#N)C(=O)NC1c1cccs1 (stereo unspecified)	-0.4	100	-1	-25	1	25	1	9	0.92	0.3
Other compounds follow:
SMILES	Hsp70 act	STAT1 activator	HMGR II inh	APP 5UTR inh	FLuc stim CS	APP 5'UTR act	FLuc inhib CS	G6PDH counter	NF-kB expr up	DTT redox prof
O=C(C1CCC(CNS(=O)(=O)c2cccc3nsnc23)CC1)N1CCN(c2ccccn2)CC1 (stereo unspecified)	-0.2	66	1	-7	1.1	7	-8	4	0.48	-0.7
CCCOn1c(OCC(C)C)nc2ccccc2c1=O	-0.2	110	-2	14	1	-14	-5	14	2.3	-0.1
COc1ccc(Oc2nc3c(c(=O)n(C)c(=O)n3C)n2Cc2cccc(OC)c2)cc1	-0.2	101	1	-14	1.1	14	-7	7	1.3	-0.1
Cc1ccccc1N1CCN(Cc2cccc(C(=O)O)c2)CC1	-0.1	105	-1	7	1.1	-7	-9	0	1.1	-0.1
CCCN(CCC)C(=O)CSc1nc2ccsc2c(=O)n1NC(=O)c1ccccc1	0.1	101	0	-30	1.1	30	-6	2	1.2	-2.9
Cc1ccc(S(=O)(=O)NC2(C(F)(F)F)C(=O)Nc3c2c(=O)n(C)c(=O)n3C)cc1 (stereo unspecified)	0.0	102	0	11	1	-11	-4	0	1	0.6
Cc1[nH]c2ccccc2c1C(=O)C(=O)N1CCN(C(=O)c2ccco2)CC1	-0.1	97	-3	8	1	-8	-3	9	1.1	0.1
Cc1ccc(Nc2c([N+](=O)[O-])c(=O)oc3ccccc23)cc1C	0.1	90	2	8	1	-8	-3	7	1.3	-0.5
Cc1ccc(C)n1-c1cccc(NC(=O)c2ccccc2)c1	0.0	97	-1	-9	1	9	-2	6	1.4	-0.7
CN(CC(=O)NCCN1CCCCCC1)S(=O)(=O)c1cccc2nsnc12	-0.2	91	2	-13	1	13	-4	6	1.1	0.1
CN1CCCC(OC(=O)c2cc(Br)ccc2Cl)C1 (stereo unspecified)	-0.2	94	-8	-7	1	7	-4	8	1	-2.3
Cc1nc2ccccn2c1P(=O)(N1CCCCC1)N1CCCCC1	-0.2	109	-3	-7	1	7	-1	7	1.8	2.2
COc1ccccc1/C=N/NC(=O)CNC(=O)c1ccc(S(=O)(=O)N(C)C)cc1	-0.4	96	2	4	1	-4	2	6	0.91	-0.1
N=C(N)c1ccc(O)cc1	0.0	99	-3	0	1	0	-4	14	1.2	-0.7
O=C(Nc1ccc(Cl)c(Cl)c1)Nc1ccc(Br)cc1F	0.1	104	0	2	1	-2	-4	-10	1	0.6
CCCc1cc(=O)oc2cc(OCC(=O)Nc3ccc4c(c3)OCCO4)ccc12	-0.1	106	2	4	1	-4	-2	1	1.1	0.4
Cn1c(CN2CCOCC2)nnc1SCc1cccc(F)c1	-0.3	100	1	9	1	-9	-1	-1	0.91	-0.3
O=C(N/N=C/c1ccc[nH]1)c1cccnc1	0.2	105	-1	-8	1	8	2	5	1.1	2.0
O=C(Cc1cccc2ccccc12)NN1C(=O)C2C(C1=O)C1C=CC2C12CC2 (stereo unspecified)	-0.1	106	-3	4	1.1	-4	-7	-2	1.1	0.1
COc1cccc(OC)c1C(=O)NNC(=O)c1cccc(COc2ccc3c(c2)CCC3)c1	-0.2	76	0	-79	0.8	79	18	1	2.5	-8.3
CCN1c2ccc(S(=O)(=O)N3CCOCC3)cc2N(Cc2ccc(OC)cc2)C1C (stereo unspecified)	-0.3	100	-1	-10	1	10	-2	1	1	-0.1
CCN1CCCC1CNCc1cccc(OC)c1OCc1ccccc1F (stereo unspecified)	-0.2	95	0	-18	1	18	-4	-4	1	0.6
CCC(C)NC(=O)COc1ccc(S(=O)(=O)N2CCOCC2)cc1 (stereo unspecified)	-0.3	90	-4	-1	1.1	1	-5	5	0.99	-0.1
COc1cc(S(=O)(=O)NCc2ccccn2)c(OC)cc1Cl	0.1	101	-6	13	1	-13	-5	1	1.2	0.0
COc1ccccc1N1CCN(C(=O)c2ccc([N+](=O)[O-])s2)CC1	-0.3	91	-11	2	1	-2	-4	8	0.91	0.2

A second format for some results above:
Results follow in this order: Hsp70 act	STAT1 activator	HMGR II inh	APP 5UTR inh	FLuc stim CS	APP 5'UTR act	FLuc inhib CS	G6PDH counter	NF-kB expr up	DTT redox prof
CCCc1cc(=O)oc2cc(OCC(=O)Nc3ccc4c(c3)OCCO4)ccc12
 : -0.1	106	2	4	1	-4	-2	1	1.1	0.4
Cn1c(CN2CCOCC2)nnc1SCc1cccc(F)c1
 : -0.3	100	1	9	1	-9	-1	-1	0.91	-0.3

Going on with the list.
SMILES	Hsp70 act	STAT1 activator	HMGR II inh	APP 5UTR inh	FLuc stim CS	APP 5'UTR act	FLuc inhib CS	G6PDH counter	NF-kB expr up	DTT redox prof
COc1ccccc1OCC(=O)NCC1CCCCC1	0.1	108	4	-13	1	13	-3	8	1.3	0.1
CN(C)C(CNC(=O)C1CCCN(C(=O)c2ccc(Cl)cc2)C1)c1ccco1 (stereo unspecified)	-0.1	95	0	8	1	-9	0	3	0.99	1.0
CCCCCCCCC[n+]1cccc2c3ccccc3ccc21	0.1	72	-6	29	1.1	-29	-6	3	1.6	-4.9
NS(=O)(=O)c1ccc(CCNC(=O)C2CCN(S(=O)(=O)c3cnc[nH]3)CC2)cc1	-0.1	107	1	-15	1.1	15	-6	-9	0.88	-3.5
COc1ccc(C(=O)COC(=O)CNS(=O)(=O)c2ccc(C)cc2)cc1	-0.1	100	-7	3	1	-3	0	-20	1.1	0.4
O=C(CCN1C(=O)COc2ccccc21)NCCN1CCN(c2cccc(Cl)c2)CC1	0.0	91	-1	-6	1	7	-3	-9	0.65	2.2
c1ccc(CN2CCC(Nc3nc(-c4cccs4)nc4ccccc34)CC2)cc1	-0.2	113	-2	-13	1	13	-1	-3	0.7	-1.7
Nc1n[nH]c2c1C1(CCCCC1)Cc1ccccc1-2	0.0	97	-4	-16	1	16	0	11	0.93	0.0
CSCCC(NC(N)=O)C(=O)Nc1cccc(S(=O)(=O)N2CCOCC2)c1 (stereo unspecified)	-0.2	91	-10	9	1.1	-9	-11	2	1.1	-1.7
COC(=O)c1nn(-c2ccccc2)c2nnc(Cc3ccc(C)cc3)c(=O)n12	-0.1	102	0	9	1.1	-9	-6	3	0.96	-0.1
CCc1ccc(C2CC(c3ccc(Cl)cc3)n3nc(N)nc3N2)cc1 (stereo unspecified)	-0.2	105	-3	5	1	-5	-4	5	1	0.4
Cc1ccc(N2CCN(C(=O)c3cccc([N+](=O)[O-])c3)CC2)cc1Cl	5.0	90	4	-5	1	5	-3	-6	1	-0.9
CC(C)C(=O)Nc1cccc(C(=O)Nc2cc([N+](=O)[O-])ccc2F)c1	-0.2	90	-4	16	1.1	-16	-6	5	1.2	-1.4
O=C(NCc1n[nH]c(=S)n1Cc1ccccc1)c1ccccc1	0.5	112	-4	-7	1	7	3	12	x	-1.1
O=S1(=O)N=C2CCCCCN2C(c2ccc(Br)cc2)N1 (stereo unspecified)	-0.2	98	0	7	1	-7	0	14	1.2	6.1
C/C=C(\C)C(=O)NCCN1C2=NC[C@@H](Cc3ccccc3)N2C[C@H]1Cc1ccc(O)cc1	-0.2	100	0	-18	1.1	18	-5	6	1.1	0.8

Full records, quoted from the list. Order of screens: Hsp70 act	STAT1 activator	HMGR II inh	APP 5UTR inh	FLuc stim CS	APP 5'UTR act	FLuc inhib CS	G6PDH counter	NF-kB expr up	DTT redox prof
Cc1cc(C)c(S(=O)(=O)N2CCN(c3ccc([N+](=O)[O-])c(NCC4CCCO4)c3)CC2)c(C)c1 (stereo unspecified) is entered as 0.0	98	-4	-5	1.1	5	-9	6	2	3.0
COc1ccc(Oc2nc3c(c(=O)n(C)c(=O)n3C)n2Cc2cccc(OC)c2)cc1 is entered as -0.2	101	1	-14	1.1	14	-7	7	1.3	-0.1
C=CCSC(=S)Nc1c(C)n(C)n(-c2ccccc2)c1=O is entered as 0.1	106	4	-11	1.1	11	-7	6	0.9	-1.1
